Screening results as filed in PubChem.
L3MBTL1 inh = blocks human L3MBTL1. Potency, µM (highest dose often 57.1 µM), inactives show at the highest dose activity, negative = inhibition, most hits filed as inhibitors. Q9Y468. AlphaScreen L3MBTL1–H3K9me1 peptide binding. hit rate 0.66% among 230,000; active = well fitted inhibition curve with a large enough effect; inconclusive = small, poorly fitted or top-dose-only effect; inactive = no such curve, though single readings can be large or run the other way; note: nearly all actives have a fitted effect of over 60% in size
Target sequence (Q9Y468 whole entry, looked up): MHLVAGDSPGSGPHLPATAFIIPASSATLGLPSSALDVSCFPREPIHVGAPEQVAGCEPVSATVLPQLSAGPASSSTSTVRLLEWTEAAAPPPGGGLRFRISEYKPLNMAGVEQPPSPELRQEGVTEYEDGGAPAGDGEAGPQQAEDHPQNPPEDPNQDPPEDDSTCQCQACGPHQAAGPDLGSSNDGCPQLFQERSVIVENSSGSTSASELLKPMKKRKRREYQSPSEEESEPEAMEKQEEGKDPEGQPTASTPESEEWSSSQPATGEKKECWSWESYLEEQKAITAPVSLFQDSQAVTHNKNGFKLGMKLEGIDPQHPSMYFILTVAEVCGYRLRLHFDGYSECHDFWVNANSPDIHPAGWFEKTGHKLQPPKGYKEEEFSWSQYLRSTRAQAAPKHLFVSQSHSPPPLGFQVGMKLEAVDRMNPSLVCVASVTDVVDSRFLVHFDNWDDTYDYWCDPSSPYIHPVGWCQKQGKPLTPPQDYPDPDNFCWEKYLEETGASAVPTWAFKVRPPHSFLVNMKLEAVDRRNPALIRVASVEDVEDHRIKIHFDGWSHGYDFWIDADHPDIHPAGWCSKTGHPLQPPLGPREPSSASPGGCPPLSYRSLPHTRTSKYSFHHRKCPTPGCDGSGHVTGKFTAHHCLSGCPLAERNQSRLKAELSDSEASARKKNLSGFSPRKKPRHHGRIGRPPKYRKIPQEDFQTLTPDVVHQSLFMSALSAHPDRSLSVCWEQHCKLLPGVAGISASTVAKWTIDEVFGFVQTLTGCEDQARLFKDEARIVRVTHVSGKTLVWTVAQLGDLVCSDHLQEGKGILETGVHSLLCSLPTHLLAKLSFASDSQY
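Read-out is AlphaScreen signal from streptavidin donor and nickel chelate acceptor beads (10 ug/mL final each) bridging L3MBTL1 (50 nM) and biotinylated K9-monomethylated H3(1-15) peptide (75 nM), after 30 min compound exposure at room temperature.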
Active calls of the source: *; ? = inconclusive; [ ] = remark or other dose. % is set by controls: 0 for no effect and ±100 for the full control effect; potency is the fitted concentration of half-maximal effect. These rows are one share of the data (hit frequency here may not be typical).

SMILES	L3MBTL1 inh
Cc1ccccc1OCC(=O)OCC(=O)NCc1ccc2c(c1)OCO2	0%
O=C(COC(=O)/C=C/c1cccc(Cl)c1)NC(=O)NCc1ccccc1	-1%
CC(C)(C)c1ccc(-c2nnc(SCC(=O)NCC3CCCO3)n2N)cc1 (stereo not drawn)	5%
COc1ccc(F)cc1S(=O)(=O)N1CCN(C(=O)c2ccco2)CC1	3%
Cc1ccccc1-c1cc(C(=O)NCc2ccc(OC(F)(F)F)cc2)nn1CC1CC(c2cccc([N+](=O)[O-])c2)=NO1 (stereo not drawn)	-7%
CC1(C2CC2)NC(=O)N(CC(=O)N2CCN(c3ccccc3Cl)CC2)C1=O (stereo not drawn)	0%
CCN(C(=O)CSc1nc(C)nc2sc(C)c(C)c12)C1CCS(=O)(=O)C1 (stereo not drawn)	4%
CC(=O)N1CCN(C(=O)C2CCN(S(=O)(=O)c3ccccc3C(F)(F)F)CC2)CC1	-1%
CC(C)COc1ccc(C(=O)N(CC(=O)Nc2ccccc2C(F)(F)F)Cc2ccco2)cc1	0%
COc1ccc(C=NOCC(=O)OCC(=O)Nc2ccc(OC)cc2)cc1	-1%
COc1ccc(-c2c(-c3ccc(OC)c(F)c3)c3ccccc3n2C)cc1	?
Cc1cccc(OCCC(=O)Nc2ccc(Cl)cc2F)c1	7%[2.29 µM]
CC(C)CN1C(=O)C(=O)N(CC(=O)Nc2cccc(Cl)c2Cl)C1=O	5%
COc1ccc(NC(=O)COc2ccccc2Cc2ccccc2)cn1	9%
Fc1ccccc1CN1CCN(c2ncccn2)CC1	12%
Cc1cc(=O)oc2cc(NC(=O)Cc3ccccc3[N+](=O)[O-])ccc12	-1%
O=C1c2ccccc2C(=O)N1c1ccc(S(=O)(=O)N2CCCCC2)cc1	3%
CCn1c(SCC(=O)Nc2ccc(OC)c(S(=O)(=O)N3CCCCC3)c2)nnc1C1CC1	-2%
CC12CCC(=O)N1C(C(=O)NNC(=O)c1ccc(Br)cc1)CS2 (stereo not drawn)	7%
O=C1C=C(c2cccc(Br)c2)C[C@@H](c2ccc(F)cc2)C1	-17%
CC(Sc1nc2ncc(Cl)cc2[nH]1)C(=O)NC1(C#N)CCCCC1 (stereo not drawn)	-3%
O=C(CSc1nnnn1-c1ccccc1)NCC1(N2CCCCC2)CCCCC1	-3%
COc1ccccc1N1CCN(C(=O)CCc2ccccc2)CC1	-1%
CN(C)C(CNC(=O)CSC(=S)N1CCCC1)c1ccccc1 (stereo not drawn)	0%
CC[C@]12c3[nH]c4ccccc4c3CCN1C(=O)C(CC(=O)NCc1ccco1)C[C@@H]2C(=O)N1CCN(C(=O)C2CC2)CC1 (stereo partly drawn)	0%

(next part)
SMILES	L3MBTL1 inh
O=C(Nc1cccc(S(=O)(=O)NCc2ccco2)c1)c1ccc(Cl)cc1	33%[activator]
CC[C@]1(c2ccccc2OC)C(=O)N(C(=O)OC)N1C(=O)OC	19%
O=C(Nc1cc(S(=O)(=O)Nc2ccc(Cl)cc2)ccc1O)c1ccc(F)cc1F	4%
Cc1ccc(C)c(-c2nnc(NC(=O)CS(=O)(=O)c3ccccc3)o2)c1	28%
CC(NC(=O)CN1CCN(CC(=O)Nc2ccccc2Cl)CC1)c1ccc(Br)cc1 (stereo not drawn)	-6%
Cn1c(SCC(=O)Nc2ccccc2Oc2ccccc2)nnc1C1CC1	4%
CN(CC(=O)Nc1ccc(Cl)cc1)C(=O)CNC(=O)Cc1cccc2ccccc12	0%
COCCNC(=O)c1nn2c(C(F)(F)F)cc(-c3ccccc3)nc2c1Cl	1%
Cc1noc(C)c1NC(=O)N(C)C[C@H]1Oc2c(NC(=O)c3ccncc3)cccc2C(=O)N([C@H](C)CO)C[C@@H]1C	15%
CN(CC(=O)Nc1ccccc1Cl)C(=O)COC(=O)CCN1C(=O)C2CC=CCC2C1=O (stereo not drawn)	10%
C[C@@]12C(=O)N(c3ccc(C(F)(F)F)cc3)C(=O)N1[C@@H]1c3ccccc3OC[C@@H]1[C@H]2c1ccccc1	-10%
CCOC(=O)C1=CNS(=O)(=O)NC1c1ccc2ccccc2c1 (stereo not drawn)	24%
CNC[C@H](CC1CCCCC1)NC[C@H](CO)NCC1(c2ccccc2)CC1	-8%
Cc1nc(-c2ccc(F)cc2)c(CC(=O)N(C)CC(=O)Nc2ccccc2Br)s1	1%
CC(C)(C)NC(=O)C1c2ccccc2Oc2ccccc21	8%
CCCn1c(C(C)Nc2nc(-c3cc(Cl)c(N)c(Cl)c3)cs2)nc2cc(Cl)c(N3CCCCC3)cc21 (stereo not drawn)	-9%
COc1cccc(COC(=O)C2CCN(S(=O)(=O)c3cccs3)CC2)c1OC	-1%
COc1ccc(Cl)cc1NC(=O)CN(C)C(=O)C1CCN(C(=O)Nc2ccccc2)CC1	9%
O=C(c1ccc(-c2ccc([N+](=O)[O-])cc2)o1)N1CCCCCCC1	-20%
CC1CCCCC1NC(=O)c1ccc(-n2cncn2)cc1 (stereo not drawn)	2%
NNC(=O)c1[nH]c(-c2ccccc2)cc1-c1ccccc1	-10%
COc1ccccc1N1CCN(C(=O)c2ccc3c(=O)n4c(nc3c2)CCCCC4)CC1	1%
Cc1cc(C(=O)CN2CCN(CC(=O)Nc3cccc(F)c3)CC2)c(C)n1C1CC1	-3%
Cc1ccsc1C(=O)OCc1nnc(-c2ccccc2)o1	14%
CCCS(=O)(=O)N1CCCC(C(=O)Oc2ccc(Cl)cc2)C1 (stereo not drawn)	45%[activator]

Three entries picked at random from the list so far, as already listed:
SMILES	L3MBTL1 inh
CC(=O)N1CCN(C(=O)C2CCN(S(=O)(=O)c3ccccc3C(F)(F)F)CC2)CC1	-1%
CN(CC(=O)Nc1ccc(Cl)cc1)C(=O)CNC(=O)Cc1cccc2ccccc12	0%
CN(C)C(CNC(=O)CSC(=S)N1CCCC1)c1ccccc1 (stereo not drawn)	0%

(listing goes on)
SMILES	L3MBTL1 inh
CC1=C(C(=O)OCc2ccccc2)C(c2ccccc2Cl)NC(=O)N1CCCC(=O)O (stereo not drawn)	1%
O=C1c2ccccc2NC(c2ccc(-c3ccccc3F)o2)N1O (stereo not drawn)	4%
CCN([C@H](CO)C(C)C)S(=O)(=O)c1ccccc1Br	1%
C[C@H]1CN([C@@H](C)CO)C(=O)c2cccc(NS(=O)(=O)c3ccc(Cl)cc3)c2O[C@@H]1CN(C)CC1CCCCC1	2%
N#Cc1cccc(NC(=O)COC(=O)c2ccc[n+]([O-])c2)c1	-7%
CSCCC(NS(=O)(=O)c1ccc(C)cc1)C(=O)NCC(C)(C)N1CCOCC1 (stereo not drawn)	-1%
COc1ccc(CCNC(=O)C(=O)NCC2CCCN2S(=O)(=O)c2ccc(OC)cc2)cc1 (stereo not drawn)	-9%
CC1(C(=O)Nc2cccc(-n3cnnn3)c2)Cc2ccccc2C(=O)O1 (stereo not drawn)	30%[activator]
CCN(C(=O)COC(=O)CCOc1ccccc1)c1c(N)n(Cc2ccccc2)c(=O)[nH]c1=O	2%
CCOC(=O)[C@H]1[C@H]2COc3ccc(Br)cc3[C@@H]2N2C(=O)CN(Cc3ccc(C)cc3)C(=O)[C@@]12C	-3%
OC(c1nc2ccccc2[nH]1)C(O)c1nc2ccccc2[nH]1 (stereo not drawn)	5%[2.29 µM]
CC(c1ccccc1)N1CC(C(=O)N2CCCC(C(N)=O)C2)CC1=O (stereo not drawn)	6%
C=CCOc1cccc(C2C(C(=O)c3ccc(C)o3)=C(O)C(=O)N2c2nnc(C)s2)c1 (stereo not drawn)	-3%
COc1ccc(S(=O)(=O)N2CCOC23CCN(S(=O)(=O)c2cc(F)ccc2F)CC3)cc1	-6%
COC(=O)c1ccc(C2C(C#N)=C(N)Oc3cc(O)ccc32)cc1 (stereo not drawn)	-5%
Cc1ccn2c(=O)nc(SCC(=O)Nc3cc(C)on3)nc2c1	-12%
Cc1ccc(S(=O)(=O)N(Cc2ccccc2)c2ccccn2)cc1[N+](=O)[O-]	-7%
CC[C@@H](CCC=C(C)C)C(=O)N(Cc1ccccc1)c1ccccc1	48%[activator]
COc1cc(OC)c(C(=O)Nc2ccc(C(=O)c3ccccc3)cc2)cc1OC	-16%
Cc1ccc(C(=O)C(C)OC(=O)c2cc(=O)[nH]c3ccccc23)cc1 (stereo not drawn)	?
Cc1ccc(C(=O)Nc2c[nH]c(=O)[nH]c2=O)cc1	-2%
O=C(O)c1cc(O)c2c(c1)[C@H]([C@H]1c3cc(C(=O)O)cc(O)c3C(=O)c3c(O[C@@H]4O[C@H](CO)[C@@H](O)[C@H](O)[C@H]4O)cccc31)c1cccc(OC3O[C@H](CO)[C@@H](O)[C@H](O)[C@H]3O)c1C2=O (stereo partly drawn)	0.16µM*
O=C(CN1CCCCC1)Nc1ccccc1C(=O)NC1CC1	-11%
O=C(NCCCl)Nc1ccccc1NS(=O)(=O)c1cccs1	-8%
CCCc1cc(=O)[nH]c(SCC(=O)N2CCc3ccccc32)n1	31%[activator]

New compounds follow.
SMILES	L3MBTL1 inh
Cc1ccc(C)c(NC(=O)C(C)N2C(=O)c3ccccc3C2=O)c1 (stereo not drawn)	4%
O=C(COC(=O)/C=C/c1ccccc1Cl)NC(=O)NC1CCCC1	3%
COc1ccc(OC)c(C(C)NC(=O)C(C)n2cc([N+](=O)[O-])cn2)c1 (stereo not drawn)	7%
O=C(Nc1nnc(-c2ccc(Br)cc2)o1)c1cccc(N2C(=O)CCC2=O)c1	23%
CC(Sc1ccccc1)C(=O)NCC1COc2ccccc2O1 (stereo not drawn)	1%
Cc1ccc(C)c(S(=O)(=O)N2CCCCC2CCNC(=O)C(=O)NCCc2ccco2)c1 (stereo not drawn)	-14%
CCCNC(=O)C1CCN(S(=O)(=O)c2ccc3c(c2)OCCO3)CC1	4%
O=C(COC(=O)c1cccs1)Nc1ccc(F)c(F)c1	4%
COc1ccc(S(=O)(=O)NC2CC2)cc1Br	4%
COC(=O)[C@]1(Cc2ccccc2)N[C@H](CN(C)C(=O)NC(C)C)[C@@H]2C(=O)N(Cc3ccccc3)C(=O)[C@@H]21	7%
O=C(OCc1nnc(-c2ccccc2)o1)c1ccc(-n2cnnn2)cc1	2%
Cc1cccc(C(=O)Nc2cccc(NC(=O)c3ccccc3)c2)c1	7%
COc1cccc(CNc2nnnn2C)c1OC	5%
Cc1cccc(NCc2nc(SCC(=O)Nc3ccccc3)n[nH]2)c1	1%[2.29 µM]
Cc1cccc(-n2ccnc2SCC(=O)Nc2cccc(S(=O)(=O)NC3=NCCC3)c2)c1C	-7%
Cc1nnc(SCC(=O)NC2CCCCC2)n1N	-1%
N#CCCN(Cc1cccnc1)S(=O)(=O)c1ccc2ccccc2c1	1%
COc1ccc(C2CC(=O)Nc3cc(OC)c(OC)cc32)cc1Br (stereo not drawn)	-13%
CSc1ccccc1NC(=O)CN(C)CC(=O)c1c(C)[nH]c2ccccc12	-9%
Cc1ccc(NC(=O)c2ccc3c(c2)CCN3S(C)(=O)=O)c(C)c1	1%
Cc1cnc(C(=O)Nc2ccc(C)c(S(=O)(=O)N3CCCCC3)c2)cn1	-8%
Cc1noc(C)c1COC(=O)c1csc2c1CCCC2	15%
C=CCn1c(SCC(=O)N(CCOC)c2c(N)n(CCCC)c(=O)[nH]c2=O)nnc1-c1ccc(Cl)cc1	-6%
O=C(CN1CCN(C(=O)c2ccc(OCc3cn4ccccc4n3)cc2)CC1)Nc1cccc(F)c1	-3%
O=C(COC(=O)c1cc(Cl)nc(Cl)c1)NC1CCCCCC1	-9%

Next section:
SMILES	L3MBTL1 inh
COc1ccc(C(CNC(=O)c2oc3c(Cl)cccc3c2C)N2CCCC2)cc1 (stereo not drawn)	-10%
CC12CCC(=O)N1C(C(=O)Nc1nc(-c3ccccc3Cl)cs1)CS2 (stereo not drawn)	-4%
CN(C)S(=O)(=O)c1cccc(NC(=O)COc2ccc3ccccc3c2)c1	-2%
Cc1ccc(C)c(OCCC(=O)N2CCN(S(=O)(=O)c3cc(C)ccc3C)CC2)c1	3%
Cc1ccc(OCCC(=O)OCC(=O)N2CCN(S(=O)(=O)c3ccc(C)cc3C)CC2)cc1	4%
COc1ccc(/C=N/NC(=O)c2ccc(-n3cnnn3)cc2)cc1	0%
Nc1ncnc2c1ncn2[C@@H]1O[C@H](CNC(=O)[C@@H](N)Cc2ccccc2)[C@@H](O)[C@H]1O	14%

Structural class, the compounds so far with fluorine.
SMILES	L3MBTL1 inh
COc1ccc(F)cc1S(=O)(=O)N1CCN(C(=O)c2ccco2)CC1	3%
Cc1ccccc1-c1cc(C(=O)NCc2ccc(OC(F)(F)F)cc2)nn1CC1CC(c2cccc([N+](=O)[O-])c2)=NO1 (stereo not drawn)	-7%
CC(=O)N1CCN(C(=O)C2CCN(S(=O)(=O)c3ccccc3C(F)(F)F)CC2)CC1	-1%
CC(C)COc1ccc(C(=O)N(CC(=O)Nc2ccccc2C(F)(F)F)Cc2ccco2)cc1	0%
COc1ccc(-c2c(-c3ccc(OC)c(F)c3)c3ccccc3n2C)cc1	?
Cc1cccc(OCCC(=O)Nc2ccc(Cl)cc2F)c1	7%[2.29 µM]
Fc1ccccc1CN1CCN(c2ncccn2)CC1	12%
O=C1C=C(c2cccc(Br)c2)C[C@@H](c2ccc(F)cc2)C1	-17%
O=C(Nc1cc(S(=O)(=O)Nc2ccc(Cl)cc2)ccc1O)c1ccc(F)cc1F	4%
COCCNC(=O)c1nn2c(C(F)(F)F)cc(-c3ccccc3)nc2c1Cl	1%
C[C@@]12C(=O)N(c3ccc(C(F)(F)F)cc3)C(=O)N1[C@@H]1c3ccccc3OC[C@@H]1[C@H]2c1ccccc1	-10%
Cc1nc(-c2ccc(F)cc2)c(CC(=O)N(C)CC(=O)Nc2ccccc2Br)s1	1%
Cc1cc(C(=O)CN2CCN(CC(=O)Nc3cccc(F)c3)CC2)c(C)n1C1CC1	-3%
O=C1c2ccccc2NC(c2ccc(-c3ccccc3F)o2)N1O (stereo not drawn)	4%
COc1ccc(S(=O)(=O)N2CCOC23CCN(S(=O)(=O)c2cc(F)ccc2F)CC3)cc1	-6%
O=C(COC(=O)c1cccs1)Nc1ccc(F)c(F)c1	4%
O=C(CN1CCN(C(=O)c2ccc(OCc3cn4ccccc4n3)cc2)CC1)Nc1cccc(F)c1	-3%
